# Screening results (PubChem)
# SMARCA2 activ – SMARCA2 function activation, primary screen; activation, % at 9.1 µM; hit rate 1% among 370,000; MG213 cells, MMTV-luciferase reporter, dexamethasone, overnight; in the data active = activation above about 7.8%;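 also: 0% = vehicle wells and 100% = reference activator wells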
# DAX1 inh-1 – DAX1 (NR0B1) inhibition, primary screen | hit rate 1.1% among 370,000 | HEK293T StAR-luciferase reporter, SF-1/DAX-1 repression relief | AID 652010 | inhibition, % at 6.8 µM;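 active = inhibition above the mean over all tested compounds plus 3 SD, cut at about 3.6% in these data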;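 also: 0% = DAX-1 cells with DMSO and 100% = cells lacking DAX-1 with DMSO; higher inhibition means more luminescence from relief of DAX-1 repression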
# NPR2 activator – GC-B (human) receptor activation; activation, % at 10 µM; AID 1920062; HEK293-GC-B cells, CNP EC30, cGMP TR-FRET; 0% at EC30 CNP, 100% saturating CNP; hit rate 0.11% among 370,000; P20594;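 active = activation at 10 µM reaching about 35% in either raw or pattern-adjusted values, limit read from the data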
# Target sequence (P20594 whole entry, looked up): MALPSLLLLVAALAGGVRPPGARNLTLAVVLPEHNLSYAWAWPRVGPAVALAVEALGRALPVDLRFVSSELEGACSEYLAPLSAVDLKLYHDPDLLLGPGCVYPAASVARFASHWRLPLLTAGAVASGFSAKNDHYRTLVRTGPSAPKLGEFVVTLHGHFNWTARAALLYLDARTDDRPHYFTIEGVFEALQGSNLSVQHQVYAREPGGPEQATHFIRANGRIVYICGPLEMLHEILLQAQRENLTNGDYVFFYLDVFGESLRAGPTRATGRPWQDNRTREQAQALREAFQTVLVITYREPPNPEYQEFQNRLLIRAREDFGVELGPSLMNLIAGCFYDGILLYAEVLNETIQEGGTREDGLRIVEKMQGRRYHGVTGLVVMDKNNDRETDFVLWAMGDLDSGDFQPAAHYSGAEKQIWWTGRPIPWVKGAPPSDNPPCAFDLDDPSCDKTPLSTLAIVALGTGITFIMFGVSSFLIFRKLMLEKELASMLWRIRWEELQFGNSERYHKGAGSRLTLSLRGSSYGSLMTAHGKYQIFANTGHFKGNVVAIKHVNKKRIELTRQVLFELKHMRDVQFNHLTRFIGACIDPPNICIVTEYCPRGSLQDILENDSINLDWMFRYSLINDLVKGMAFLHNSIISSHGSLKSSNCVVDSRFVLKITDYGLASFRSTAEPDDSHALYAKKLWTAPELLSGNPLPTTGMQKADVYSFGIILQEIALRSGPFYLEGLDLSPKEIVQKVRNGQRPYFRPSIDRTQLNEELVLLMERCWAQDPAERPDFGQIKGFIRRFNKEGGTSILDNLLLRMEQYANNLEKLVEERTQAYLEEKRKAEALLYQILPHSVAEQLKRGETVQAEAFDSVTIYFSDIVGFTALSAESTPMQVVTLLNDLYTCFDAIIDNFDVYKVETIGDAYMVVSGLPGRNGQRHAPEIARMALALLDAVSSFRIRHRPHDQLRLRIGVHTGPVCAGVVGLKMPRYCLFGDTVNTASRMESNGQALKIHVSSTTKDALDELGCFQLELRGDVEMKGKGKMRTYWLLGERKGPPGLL
# DAX1 inh-2 – inhibitors of human orphan nuclear receptor DAX1 (NR0B1); P51843; HEK293 Gal4-DAX1 luciferase reporter, luminescence; inhibition, % at 6.75 µM; hit rate 0.99% among 340,000; AID 504766;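 active = inhibition above the mean over all tested compounds plus 3 SD, cut at about 4.2% in these data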;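 also: 0% = DAX1-transfected cells with DMSO and 100% = empty-vector control cells with DMSO; inhibition shows as a rise in luminescence from relieved DAX1 repression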
# FXN GAA850 act – frataxin GAA850 promoter activation; AID 540364; HEK293 lucGAA850 FXN promoter luciferase reporter, 24 h; percent of 10 µM SAHA response; hit rate 0.56% among 360,000; activation, % at 6 µM;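 active = activation above the average of all compounds screened plus 3 SD, cutoff fixed separately per campaign, cut at about 7.5% in these data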;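 also: 0% = DMSO wells and 100% = 10 µM SAHA wells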
# HGIII-sPLA2 inh – Inhibits HGIII-sPLA2 liposome hydrolysis, primary screen; Q9NZ20; AID 743126; inhibition, % at 12.2 µM; QFRET BODIPY PC-A2 liposome hydrolysis, fluorescence; hit rate 0.56% among 370,000;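 active = inhibition above mean plus 3 SD of compounds lying within the high and low control bounds, cut at about 19% in these data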;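 also: 0% = median of test compound wells and 100% = no enzyme DMSO wells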
# hcDAF-12 act – activators of H. contortus DAF-12 nuclear receptor. HEK293 hcDAF-12 lit1-tk-luc reporter, luminescence; 0% DMSO, 100% Δ7-dafachronic acid. activation, % at 6.8 µM. hit rate 1.4% among 370,000. AID 652067;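 active = activation above the mean of all tested compounds plus 3 SD, cut at about 5.5% in these data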;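 also: 100% = response to 3 µM Δ7-dafachronic acid high control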
# KLK7 zymogen act – activates the human kallikrein-7 zymogen; purified proKLK7, EDANS-DABCYL substrate fluorescence; 100% is mature enzyme control, 0% vehicle; activation, % at 7 µM; hit rate 0.9% among 370,000; AID 652039;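 active = activation above the mean of all tested compounds plus 3 SD, computed per campaign excluding outliers beyond control limits, cut at about 13% in these data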
# hgDAF-12 ag – activates the H. glycines DAF-12 receptor ligand-binding domain | HEK293 GAL4-hgDAF12 UAS-luciferase reporter, agonist luminescence; normalized to butyrate control | activation, % at 6.8 µM | hit rate 1.8% among 370,000 | AID 687014;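 active = activation above a cutoff set at the mean of all screened compounds plus 3 SD, cut at about 10% in these data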;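 also: 0% = DMSO wells and 100% = sodium butyrate wells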
# NPR1 activator – GC-A (human) enzyme activation | HEK293 GC-A cells, cGMP TR-FRET, EC30 ANP; 0% at EC30 ANP, 100% saturating ANP | P16066 | activation, % at 10 µM | hit rate 0.14% among 370,000; in the data active = activation above about 40%
# ssDAF-12 act – S. stercoralis DAF-12 activation, primary screen. AID 652126. activation, % at 6.8 µM. HEK293 ssDAF-12/GRIP1 lit1-tk-luc reporter, luminescence; % of 3 µM dafachronic acid response. hit rate 1% among 370,000;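 active = activation above the mean over all tested compounds plus 3 SD, cut at about 0.9% in these data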;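 also: 0% = DMSO-only wells and 100% = 3 µM delta7-dafachronic acid wells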
# * marks the source's active call; other numbers are inactive results; nt = no result given.
# Results follow in this order: SMARCA2 activ	NPR2 activator	DAX1 inh-2	hcDAF-12 act	DAX1 inh-1	HGIII-sPLA2 inh	FXN GAA850 act	ssDAF-12 act	KLK7 zymogen act	NPR1 activator	hgDAF-12 ag
O[C@H]1C[C@H](c2ccccc2)N(CC2CCCCC2)C[C@@H]1n1cc(-c2ccc(F)cc2)nn1
  -1	1	-1.1	0.4	0.0	1	0.0	-0.7	0.8	-4	-0.9
O=C(C[n+]1cccc2ccccc21)c1ccc(Cl)cc1
  0	4	-0.3	3.3	0.2	1	2.8	-0.4	-0.1	1	3.9
Cc1cccc(NC(=O)CCNS(=O)(=O)c2cccc3nsnc23)c1
  0	4	-0.6	-0.1	-0.6	-2	-1.6	-0.9	0.1	1	-0.3
Cc1ccc(C(=O)CNc2ccc(Br)cc2)cc1
  4	2	-1.3	-0.2	0.1	-2	-0.6	-0.9	0.1	1	1.4
Cc1ccc(NC(=O)CSc2nc(-c3ccco3)nc3cc(=O)[nH]n23)c(Cl)c1
  -3	-7	0.1	-0.2	0.3	-10	2.9	-0.3	-0.2	-5	-1.4
N#C/C(=C\c1c(N2CCCCC2)nc2ccccn2c1=O)S(=O)(=O)c1ccccc1
  -2	4	1.9	3.8	0.2	3	2.2	0.1	-0.1	0	-1.4
COc1ccccc1NC(=O)Cc1nnc(SCC(=O)c2ccccc2)n1C
  -2	1	-0.6	-1.0	-0.1	-25	0.1	-0.8	-0.7	2	-1.3
COc1cc(OC)c(C(=O)NCCCN2CCOCC2)cc1OC
  0	3	-0.5	0.3	0.2	5	1.2	-1.8	-0.3	-2	-0.8
Cc1cccc(NC(=O)C2CCN(c3ncccn3)CC2)c1C
  -1	5	nt	2.3	-1.6	2	nt	-1.1	0.3	0	-0.2
O=C(NC(=S)NCc1cccnc1)c1ccc([N+](=O)[O-])cc1
  0	3	0.6	-0.3	-1.3	4	-0.6	-1.3	0.2	-1	1.0
O=C(Cn1nnc(-c2cccs2)n1)NNC(=O)c1ccccc1Cl
  -1	1	1.8	-0.7	0.8	-3	0.1	-1.8	0.5	6	0.0
CCc1ccc(OCC(=O)NNC(=O)C2CCC2)cc1
  -1	0	1.3	-0.5	0.3	-8	-0.7	-0.9	-0.3	-2	2.2
Cc1ccoc1C(=O)N1CCCC(CCC(=O)N2CCN(c3ccccn3)CC2)C1 (stereo not given)
  -3	0	2.4	-2.3	-0.3	-2	-1.2	-1.9	-0.2	-4	-0.1
Cc1cc(C)c(NC(=O)CCCOC(=O)C2=COCCO2)c(C)c1
  1	2	1.1	-2.3	0.3	8	0.5	-0.5	-0.3	2	0.0
C[C@H](CO)N1C[C@H](C)[C@@H](CN(C)CC2CCCCC2)Oc2c(NS(=O)(=O)c3cn(C)cn3)cccc2C1=O
  2	3	0.4	-0.1	0.5	0	1.1	-1.1	0.0	0	0.9
O=C(CCN1C(=O)C2C3C=CC(C4CC34)C2C1=O)Nc1ccc(Cl)cc1O (stereo not given)
  -1	-4	-0.8	0.3	-0.3	-21	0.1	-0.8	-0.8	-5	-2.7
CSc1ccc(/C=C/C(=O)OCC(=O)NC(C)C)cc1
  -1	-3	nt	1.3	-0.3	6	0.7	-1.6	22*	2	-4.2
O=S(=O)(c1cccc(F)c1)N1CCN(Cc2ccc3c(c2)OCO3)CC1
  -4	-3	0.6	-0.1	0.3	-1	2.4	-1.1	-0.3	0	-1.2
CN(CC(=O)Nc1ccc(F)c(F)c1F)C(=O)c1n[nH]c(=O)c2ccccc12
  0	-2	-0.3	-1.4	-0.4	4	0.6	-0.4	0.2	-1	1.7
COc1ccc(NC(=O)C/C(C)=N/NC(=O)c2cnccn2)cc1Cl
  2	0	1.6	-0.7	0.5	-18	2.8	-0.8	0.2	4	3.9
CC(C)NCCOCCOc1ccc(Cl)cc1Br
  5	-3	-0.5	-2.9	-0.1	-2	-0.4	-1.1	0.4	-1	-0.9
COc1ccc(S(=O)(=O)N2CCCCC2)cc1NC(=O)c1cccs1
  2	-1	-0.6	0.1	-1.3	1	-0.1	-0.8	-0.2	1	-0.4
CCCC(=O)Nc1cc2c(cc1C(=O)c1ccccc1)OCCO2
  1	-1	-0.4	-2.3	-0.5	6	-0.3	-1.2	0.4	4	1.4
CCSc1nc2ccccc2n1Cc1nc(N)nc(N(C)C)n1
  -2	2	0.0	-2.3	0.3	-3	1.1	-1.1	0.3	0	-0.4
CC1CCc2nc3ccc(S(=O)(=O)N4CCC(C(=O)N5CCCCCC5)CC4)cc3c(C(=O)O)c2C1 (stereo not given)
  -2	0	0.8	2.7	0.1	-6	0.7	-0.4	-0.2	-3	1.0
COc1ccc(OCC(=O)OCC(=O)Nc2ccc3[nH]c(=O)[nH]c3c2)cc1
  2	-12	0.4	0.0	0.5	-9	0.4	-1.3	-0.5	-3	-2.6
COc1ccccc1C(C(=O)NCc1ccc(F)cc1)N(C(=O)c1csnn1)C1CC1 (stereo not given)
  1	9	-0.3	-1.9	-0.2	7	-1.6	-1.4	0.5	-1	-3.0
CCCCC(CC)C(=O)Nc1ccc(S(=O)(=O)N2CCCC2)cc1 (stereo not given)
  -1	0	-0.1	-2.0	-0.3	-3	3.1	-1.3	-0.8	-5	0.8
Cc1cc(NN=Cc2ccccn2)nc2c(C)cccc12
  2	-7	nt	2.1	0.5	0	nt	-0.6	-0.8	-7	1.6
Cc1ccc(SCC2(O)CCN(S(=O)(=O)c3ccc(Cl)cc3)CC2)cc1
  -6	-1	-1.3	-3.8	-1.9	-28	0.5	-1.6	0.5	-4	-4.8
CCCCN(C)Cc1cc(=O)oc2ccc3ccccc3c12
  2	1	0.7	3.0	0.2	0	0.2	0.1	0.6	-3	1.8
COc1ccc(-c2csc(=NCCO)n2-c2ccccc2)cc1
  -1	-2	-1.1	-2.1	-1.0	19	1.1	-1.4	-0.4	13	0.6
O=C(COc1ccccc1-c1ccccc1)NCc1ccco1
  0	-2	nt	-1.8	-0.3	-1	3.9	-1.1	0.1	-6	0.4
CCn1c(CCNC(=O)c2cccs2)nnc1SCC(=O)NC1CCCCC1
  3	4	-0.1	-0.6	-0.4	3	-0.6	-1.0	0.6	2	4.1
CC1(C(=O)Nc2ccc3c(c2)OCO3)CCN1C(=O)Cc1cc(F)ccc1F (stereo not given)
  -1	-1	nt	-1.0	-0.8	-3	1.1	-1.7	0.1	2	-0.6
Cc1cc(C)n2nc[n+](C)c2n1
  -2	-2	0.1	-0.2	-0.1	2	1.4	-1.2	0.1	1	1.0
CCc1cc(C(=O)COc2ccccc2F)c(O)cc1O
  -2	-2	-0.5	-1.0	-0.7	-11	3.1	-0.9	0.5	2	-0.4
Cc1nn(C)cc1S(=O)(=O)Nc1ccc(F)c(F)c1
  -2	1	-0.2	0.6	-0.1	9	0.5	-1.3	0.5	4	-0.7
CCC(CCC(=O)Nc1ccn(-c2ccccc2)n1)C(=O)O (stereo not given)
  0	-1	1.5	-0.7	-0.4	4	-1.6	-0.7	0.0	1	-0.6
COc1ccc(OC(=O)c2cn(C)nc2C(F)(F)F)cc1
  2	2	-0.1	0.4	-0.5	-4	2.2	-0.2	-0.6	1	3.0

# Arranged by the number under KLK7 zymogen act (lowest first): 5 of the compounds above
canonical_smiles	SMARCA2 activ	NPR2 activator	DAX1 inh-2	hcDAF-12 act	DAX1 inh-1	HGIII-sPLA2 inh	ssDAF-12 act	KLK7 zymogen act	NPR1 activator
CCCCC(CC)C(=O)Nc1ccc(S(=O)(=O)N2CCCC2)cc1 (stereo not given)	-1	0	-0.1	-2.0	-0.3	-3	-1.3	-0.8	-5
COc1ccc(OCC(=O)OCC(=O)Nc2ccc3[nH]c(=O)[nH]c3c2)cc1	2	-12	0.4	0.0	0.5	-9	-1.3	-0.5	-3
CC1CCc2nc3ccc(S(=O)(=O)N4CCC(C(=O)N5CCCCCC5)CC4)cc3c(C(=O)O)c2C1 (stereo not given)	-2	0	0.8	2.7	0.1	-6	-0.4	-0.2	-3
Cc1cc(C)n2nc[n+](C)c2n1	-2	-2	0.1	-0.2	-0.1	2	-1.2	0.1	1
CC(C)NCCOCCOc1ccc(Cl)cc1Br	5	-3	-0.5	-2.9	-0.1	-2	-1.1	0.4	-1

# Next part.
# Results follow in this order: SMARCA2 activ	NPR2 activator	DAX1 inh-2	hcDAF-12 act	DAX1 inh-1	HGIII-sPLA2 inh	FXN GAA850 act	ssDAF-12 act	KLK7 zymogen act	NPR1 activator	hgDAF-12 ag
O=C(O)CC12C[C@H]3C[C@@H](C1)CC(n1ncc(N4CCN(c5ccccc5)CC4)c(Cl)c1=O)(C3)C2
  -1	-2	0.2	-1.7	0.5	-1	0.5	-0.5	0.0	1	0.3
CCOc1ccc(CCNC(=O)c2cccc(-n3cnnn3)c2)cc1OCC
  -3	-1	0.2	0.1	-1.7	2	2.8	-1.4	0.0	2	-1.0
Cn1c2ccc(F)cc2c2nc3ccccc3nc21
  2	-3	1.5	7.1*	0.0	4	7.5	0.9	-14	10	3.4
NS(=O)(=O)c1ccc(CCNC(=O)COC(=O)/C=C/c2cc(Br)ccc2F)cc1
  -3	2	nt	1.8	-2.2	-4	-0.8	-0.5	-0.4	-2	0.4
N#Cc1ccccc1S(=O)(=O)N1CCN(C(=O)CN(Cc2ccco2)Cc2cccs2)CC1
  -2	-7	0.5	-1.5	-1.8	-8	2.3	-1.8	1.2	-1	-1.3
Cc1ccccc1OC(C)C(=O)Nc1ccc(S(=O)(=O)N2CCCC2)cc1 (stereo not given)
  -3	4	-0.2	-1.3	-1.6	-8	-0.3	-1.1	0.9	1	-2.5
Cc1noc(C)c1CS(=O)(=O)c1ccc(Br)cc1
  -2	0	-0.4	-1.5	-0.2	15	-1.9	-0.8	-0.1	-3	-0.5
Cc1ccccc1-c1nc(CN2CCC(C(=O)NCCCN3CCCC(C)C3)CC2)c(C)o1 (stereo not given)
  5	-1	0.0	-0.7	0.6	0	1.6	-1.4	0.1	-3	-2.4

# Some values from above:
# NS(=O)(=O)c1ccc(CCNC(=O)COC(=O)/C=C/c2cc(Br)ccc2F)cc1 | KLK7 zymogen act = -0.4
# CCOc1ccc(CCNC(=O)c2cccc(-n3cnnn3)c2)cc1OCC | DAX1 inh-2 = 0.2
